TROY NFkB inh: TROY signaling inhibition. actives 0.98% (n = 360,000). inhibition, % at 10 µM. Q293 LMP1-TROYcd NF-kB luciferase reporter, 4 h;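 active means compounds whose plate-normalised and pattern-corrected inhibition of the luciferase reporter signal at the single screening dose is 50% or more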
TWEAK Fn14 block: blocks TWEAK-Fn14 interaction in a reporter cell assay; actives 2% (n = 360,000); TWEAK-stimulated Fn14 reporter cells, luciferase luminescence, 8 h; inhibition, % at 10 µM; AID 1159606; in the data active means inhibition above about 50%
NR2F2 inh: NR2F2 (human) inhibition, primary screen; P24468; HEK293T NGFI-A luciferase reporter, luminescence; inhibition, % at 8.6 µM; actives 0.7% (n = 370,000);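 active means inhibition above a per-plate cutoff, mean inhibition of test wells between control levels plus 3 SD, cut at about 38% in these data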;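 further: cells cotransfected with COUP-TFII expression vector driving the NGFI-A reporter; 0% = median of COUP-TF2 test wells and 100% = reporter-only cells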
NR5A2 inv ag: suppresses constitutive activity of human LRH-1; inhibition, % at 3.6 µM; O00482; actives 0.13% (n = 360,000); HEK293T StAR-luciferase reporter, LRH-1 transfected, 24 h; AID 602396;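 active means inhibition above the mean inhibition of all tested compounds plus 3 SD, cut at about 73% in these data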;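 further: 0% = DMSO wells and 100% = reporter-only cells lacking LRH-1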
EBV LMP1 NFkB: inhibitors of Epstein-Barr LMP1-induced NF-kappaB reporter. actives 0.69% (n = 350,000). LMP1-induced NF-kappaB luciferase reporter cells, luminescence. inhibition, % at 12.5 µM. AID 504558; in the data active means inhibition above about 41%;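 further: 0% = neutral control wells and 100% = reference inhibitor control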
SRC2 inh: inhibits human steroid receptor coactivator 2; HEK293 GAL4-SRC2 luciferase reporter, luminescence; AID 651957; Q15596; actives 0.17% (n = 370,000); inhibition, % at 9 µM;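 active means inhibition above the mean inhibition of all tested compounds plus 3 SD, set per campaign, cut at about 52% in these data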;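 further: 0% = DMSO treated cells and 100% = cells given Gossypol at 36 µM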
NOD2 RIPK2 PPI: NOD2-RIPK2 protein interaction inhibition; O43353; CHO BLA complementation NOD2-RIPK2, CCF4 ratio; inhibition, % at 4.98 µM; actives 0.38% (n = 360,000); AID 624267; in the data active means inhibition above about 21%;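 further: 0% = vehicle only and 100% = reference blocker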
TLR9-MyD88 inh: TLR9-MyD88 interaction inhibition; Q9NR96+Q99836; CHO BLA complementation TLR9-MyD88, CCF4 FRET ratio; inhibition, % at 4.98 µM; actives 0.21% (n = 340,000); AID 504734;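 active means inhibition above the mean over all tested compounds plus 3 SD, cut at about 21% in these data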;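 further: 0% = DMSO only wells and 100% = clavulanate BLA inhibitor control wells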
C8 TRAIL sens: sensitizes caspase-8 expressing cells to TRAIL. actives 1% (n = 360,000). NB7+C8 cells + TRAIL, ATPlite viability luminescence. AID 624354. inhibition (viability loss, TRAIL sensitization), % at 10 µM;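 active means compounds causing at least 50% loss of cell viability in the single-dose screen, relative to plate controls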
SRC3 inh: inhibits human SRC3 coactivator | Q9Y6Q9 | HEK293 GAL4-SRC3 luciferase reporter, luminescence | inhibition, % at 3.6 µM | actives 0.17% (n = 360,000);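 active means inhibition above a per-campaign cutoff, the mean of all compounds plus 3 SD, cut at about 60% in these data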;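 further: 0% = DMSO-treated cells and 100% = gossypol-treated cells at 36 µM; higher means less SRC3-driven luciferase light from the GAL4 reporter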
SRC1 inh: human NCOA1 inhibition; AID 588354; Q15788; actives 0.12% (n = 360,000); HEK293 GAL4-SRC1 luciferase reporter, luminescence; inhibition, % at 3.6 µM;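 active means inhibition above the campaign mean plus 3 SD, with each screening campaign given its own cutoff, cut at about 60% in these data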;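 further: 0% = DMSO treated cells and 100% = gossypol at 36 µM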
Starred values were filed as active, the others as inactive; . = no result given. An excerpt, so the mix of outcomes need not match the whole.

Every second line gives: TROY NFkB inh	TWEAK Fn14 block	NR2F2 inh	NR5A2 inv ag	EBV LMP1 NFkB	SRC2 inh	NOD2 RIPK2 PPI	TLR9-MyD88 inh	C8 TRAIL sens	SRC3 inh	SRC1 inh
Cc1ccc(N(C(C)C(=O)Nc2c(C)n(C)n(-c3ccccc3)c2=O)S(C)(=O)=O)cc1C (stereo unspecified)
    19.0	11.1	-14.9	2.8	-2.9	8.8	-0.8	-10.0	-0.5	-16.4	0.5
CCc1ccc(N/C(SC)=C(/C#N)C(N)=O)cc1
    -27.1	-29.7	.	37.3	-15.6	.	-5.7	-11.5	-6.6	-4.0	-2.7
COc1ccc(NC(=O)CN(C)CC(=O)Nc2cccc(F)c2)cc1S(=O)(=O)N1CCCCC1
    -3.0	-1.6	3.3	-5.9	-0.7	7.4	-2.8	-16.4	11.3	0.6	3.3
CCOc1ccccc1N(CC(=O)NC1CCCCC1)S(=O)(=O)c1ccccc1
    -28.0	-49.6	-20.7	19.1	1.7	11.9	2.8	-3.1	-2.5	15.9	10.2
Cn1nc(NC(=O)C(F)(F)F)c2ncc(-c3ccccc3)nc21
    -23.7	-25.0	-16.1	-71.3	-5.8	-31.4	-5.7	0.9	6.5	-48.1	-55.5
Cc1cc(C)c(NC(=O)CSc2nc3[nH]ncc3c(=O)[nH]2)c(C)c1
    -11.8	13.6	-17.3	23.7	-9.0	-10.7	-9.0	-1.6	1.8	13.8	-26.9
CCOP(=O)(OCC)c1ccc2ccc3ccccc3c(=O)c2c1
    -2.9	-47.0	-4.2	-4.3	7.0	-17.2	-13.8	6.1	-4.0	-6.1	0.5
COc1ccccc1N1CCN(C(=O)CSc2ccc3c(C)cc(C)nc3n2)CC1
    5.1	8.1	10.4	-10.3	-7.2	-7.4	-5.8	-1.9	12.4	-14.9	-0.8
CCC(C(=O)NCc1ccco1)N(C(=O)CNS(=O)(=O)c1ccccc1)c1ccccc1C (stereo unspecified)
    10.7	-1.0	7.7	-3.5	-10.3	1.6	-2.3	-10.6	2.3	7.6	-2.3
Cc1cc(NC(=O)/C(C#N)=C\c2ccc(-c3ccc(SC(F)F)cc3)o2)n(-c2ccccc2)n1
    32.9	-64.4	1.3	-13.2	-8.1	-16.0	-2.8	5.9	38.2	-15.1	7.7
Cc1ccc(S(=O)(=O)/N=C(/Nc2c(C)cccc2C)c2ccccc2)cc1
    -5.5	6.2	4.5	-11.1	-2.4	-10.8	-0.4	1.2	-4.7	18.5	-4.8
Cc1ccc(N(CC(=O)NC(C)c2ccccc2)S(=O)(=O)c2c(C)noc2C)cc1 (stereo unspecified)
    2.4	4.2	-2.0	-18.6	3.3	8.0	3.2	-5.9	-10.1	14.5	14.6
CS(=O)(=O)Nc1ccccc1NS(C)(=O)=O
    -10.4	0.3	8.3	12.6	.	-6.8	-2.6	.	13.9	-8.5	-6.2
COc1ccc(Cl)cc1-c1nc(SCC(=O)N(C)C)n[nH]1
    -3.8	21.4	-8.0	-18.9	-2.4	16.0	2.1	1.8	1.1	16.1	-2.1
CCn1c(C)nc2cc(C(=O)NNC(=S)Nc3ccc(F)cc3)ccc21
    -10.4	-29.2	-27.3	-97.1	-5.0	-46.6	-1.4	3.9	13.0	-48.3	-58.6
CCOC(=O)CC(=O)CSc1nc2c(cc1C#N)CCCCCC2
    -28.3	17.6	-3.1	0.3	-13.2	9.9	0.2	-0.4	-1.5	-11.0	-20.1
COc1ccc(S(=O)(=O)N(C)C[C@H]2Oc3c(NC(=O)C4CCCCC4)cccc3C(=O)N([C@H](C)CO)C[C@@H]2C)cc1
    6.1	4.2	7.7	12.0	-5.0	-16.6	-3.6	1.8	-14.1	4.7	4.4
CCOC(=O)c1cc2c(=O)n3ccccc3nc2n(CCCOC)c1=NC(=O)c1ccncc1
    -13.0	-13.9	12.3	0.7	9.0	-19.2	-22.4	-15.4	9.6	22.0	6.7
CC1=C(C)CC(C(=O)NC2CCCC2)C(C(=O)O)C1 (stereo unspecified)
    22.6	13.4	2.6	16.2	-7.4	-7.5	1.6	2.1	-3.1	-16.0	5.2
C[C@@H](NC(=O)c1nc[nH]c1C(=O)NCc1ccc(CNC(=O)OC(C)(C)C)cc1)c1ccccc1
    22.3	0.4	4.8	-14.8	-2.5	-22.9	-5.8	-2.8	1.7	5.3	-4.3
CCOc1cc(C(=O)OCC(=O)Nc2ccc(F)cc2Cl)ccc1OCC(=O)N1CCOCC1
    7.8	-30.1	1.4	-8.2	-0.9	14.0	-10.9	0.9	-3.8	10.8	-14.9
Cc1ccnc(NS(=O)(=O)c2ccc(NC(=O)c3ccc(S(=O)(=O)N4CCCC4)cc3)cc2)n1
    6.6	-4.8	5.5	-47.1	-1.5	5.5	-3.9	-4.4	-7.7	12.5	4.0
CCOc1ccc2[nH]c3c(NCCc4ccc(OC)c(OC)c4)ncnc3c2c1
    -10.9	3.3	49.3*	-0.8	33.4	-10.3	-1.2	-2.7	12.8	16.4	-29.2
COC(C(=O)Nc1ccnn1C1CCN(Cc2ccc(Cl)s2)CC1)c1ccccc1 (stereo unspecified)
    13.9	-4.9	-1.4	9.6	3.7	4.8	1.4	-6.2	16.4	17.4	11.1
O=C(Cc1ccc(S(=O)(=O)N2CCOCC2)s1)Nc1ccccc1N1CCOCC1
    -2.0	-8.1	5.4	12.6	-16.5	-14.1	-6.9	5.5	-8.8	-1.1	-5.8
c1ccc2c(C[C@@H]3CNCCN3CCC34CC5CC(CC(C5)C3)C4)cccc2c1
    3.4	10.5	-17.9	11.3	-32.4	-8.9	-2.3	-1.6	2.5	-9.8	4.0
O=C1[C@H]2CC3C=CC2(O3)[C@@H]2OCCCN12 (stereo partly specified)
    -0.6	-4.7	2.4	-17.2	1.0	-43.7	-4.5	6.4	-3.4	-2.3	2.8
COc1ccc(Cl)cc1NC(=O)CCN1C(=O)C2C3CCC(C3)C2C1=O (stereo unspecified)
    0.1	19.0	-4.3	-3.2	-13.0	-12.7	0.5	-6.3	-13.3	-13.8	-15.8
COc1ccc(-c2nnc(SCC(=O)NC(=O)NCc3ccccc3)o2)cc1
    7.3	8.2	-9.9	8.2	-2.0	-20.8	-5.1	1.7	20.4	8.9	-8.0
N#Cc1cc2c(nc1SCC1COc3ccccc3O1)CCC2 (stereo unspecified)
    -46.8	-27.5	-18.5	-33.5	-23.6	-40.5	0.1	1.4	-14.7	-38.8	-87.6

Single records, from the list above. Values in the order: TROY NFkB inh	TWEAK Fn14 block	NR2F2 inh	NR5A2 inv ag	EBV LMP1 NFkB	SRC2 inh	NOD2 RIPK2 PPI	TLR9-MyD88 inh	C8 TRAIL sens	SRC3 inh	SRC1 inh
`COc1ccc(S(=O)(=O)N(C)C[C@H]2Oc3c(NC(=O)C4CCCCC4)cccc3C(=O)N([C@H](C)CO)C[C@@H]2C)cc1` reads 6.1	4.2	7.7	12.0	-5.0	-16.6	-3.6	1.8	-14.1	4.7	4.4
`Cc1ccnc(NS(=O)(=O)c2ccc(NC(=O)c3ccc(S(=O)(=O)N4CCCC4)cc3)cc2)n1` reads 6.6	-4.8	5.5	-47.1	-1.5	5.5	-3.9	-4.4	-7.7	12.5	4.0

Next part:
Every second line gives: TROY NFkB inh	TWEAK Fn14 block	NR2F2 inh	NR5A2 inv ag	EBV LMP1 NFkB	SRC2 inh	NOD2 RIPK2 PPI	TLR9-MyD88 inh	C8 TRAIL sens	SRC3 inh	SRC1 inh
CCOC(=O)c1[nH]c2ccc(OC)cc2c1NC(=O)CCN1CCSCC1
    14.9	-11.1	-23.0	-4.2	-5.0	-6.0	-2.6	-8.6	-15.0	23.9	-18.3
O=C(CCN1C(=O)CSC1=O)Nc1ccccc1
    6.8	4.8	10.3	7.9	-8.2	-24.3	-1.6	-5.8	0.4	-1.9	-7.6
O=C(c1ccco1)N1CCC(c2nc(-c3ccccc3Cl)no2)CC1
    9.2	3.9	-4.7	-0.6	4.5	2.8	-3.5	-4.3	7.6	-3.5	4.3
CCCn1c(SCC(=O)Nc2cccnc2Cl)n[nH]c1=O
    4.2	-10.5	-2.0	19.9	-8.6	-15.6	-3.4	2.5	19.5	12.1	5.3
Cc1cccc(N2CC(C(=O)Nc3nnc(SCC(=O)Nc4cc(C)on4)s3)CC2=O)c1 (stereo unspecified)
    -8.8	-23.6	0.5	-4.4	-7.3	11.4	-9.5	-20.1	-12.0	-37.2	4.1
COc1ccc(C(C(=O)NC2CCCC2)N(C(=O)CNC(=O)c2ccco2)c2cccnc2)cc1 (stereo unspecified)
    -13.2	15.2	7.4	-17.9	-7.2	2.4	-8.1	-6.6	0.6	1.1	13.4
CCOc1ccc(C(=O)NCc2ccncc2)cc1OCC
    4.0	-15.4	4.0	7.9	6.8	-35.7	1.5	-6.9	-0.7	13.5	2.1
Cc1noc(/C=C/N(C)C)c1S(=O)(=O)N1CCCC(C(=O)N2CCCCC2)C1 (stereo unspecified)
    3.3	19.7	6.0	-6.8	7.1	-2.6	-6.8	-7.6	-5.9	-1.2	3.7
COc1cc(/C=C2\C(=N)N3N=C(S(C)(=O)=O)SC3=NC2=O)ccc1OCCOc1ccc(C)cc1
    -8.0	-15.1	-4.1	16.4	-4.9	-22.7	6.9	-8.8	-14.6	-26.1	4.9
Cc1ccc2c(c1)NC(=O)C(CC(=O)NCCCN1CCCC1)O2 (stereo unspecified)
    -19.7	2.0	-7.0	-4.1	-6.2	-23.8	-5.1	0.6	0.8	-57.5	8.0
O=C(CN1C(=O)c2ccccc2C1=O)N1CCOCC1
    -1.7	-2.3	-5.2	-7.6	3.4	8.6	0.3	7.9	-6.0	16.5	-35.4
COc1ccc(NC(=O)COC(=O)[C@@H](NC(=O)c2c(F)cccc2F)C(C)C)cc1
    2.8	-6.6	16.8	-5.6	6.5	11.4	-9.2	-1.5	0.6	24.7	-9.5
CC(C)(O)C#Cc1ccc(CN2CCN(Cc3ccccc3)C(CCO)C2)s1 (stereo unspecified)
    -17.0	-3.3	-10.3	-2.8	-7.7	-42.4	-7.7	-14.2	-2.9	9.0	-6.2
Cc1csc(SCC(=O)Nc2cccc(C)c2C)n1
    -4.8	5.6	14.5	29.8	-16.2	0.1	-6.7	-6.3	-28.0	3.5	-14.3
O=C(O)c1ccc(N/N=C/c2cn(-c3ccccc3)nc2-c2cccs2)cc1
    -27.2	13.8	-33.0	-182.9	24.3	-63.8	0.3	3.3	76.2*	-103.5	-113.0

Screening data as filed in PubChem BioAssay.
